High-throughput results (PubChem BioAssay)
Tau fluor counter = counter-screen for tau fibril formation inhibitors; tau K18 P301L Alexa594 fluorescence, heparin fibrillization; Potency, µM (series often up to 57.7 µM), inactives show top-dose activity change, negative = decrease; 280,000 tested, 0.93% active; also: % is scaled to controls: 0 for no effect and ±100 for the full control effect; nearly all actives have a fitted effect of over 55% in size
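Human K18 P301L tau (15 uM unlabeled plus 0.24 uM Alexa 594-labeled, final) in 100 mM sodium acetate pH 7 was mixed with compound and 20 uM heparin and incubated 6 hr at 37 C.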
TRb SRC2 PPI = disrupts binding of human TR beta to SRC2 | TRbeta-SRC2 peptide binding, fluorescence polarization; receptor liganded with 1 µM T3 | P10828 | 280,000 tested, 0.065% active | Potency, µM (titrated, usually from 106 µM), for the others: at the highest dose activity change, negative = inhibition, actives largely listed as inhibitors;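 also: plate controls were bound peptide for no effect and peptide without receptor for full effect; nearly all actives have a fitted effect of over 50% in size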
Target sequence (P10828 whole entry, looked up): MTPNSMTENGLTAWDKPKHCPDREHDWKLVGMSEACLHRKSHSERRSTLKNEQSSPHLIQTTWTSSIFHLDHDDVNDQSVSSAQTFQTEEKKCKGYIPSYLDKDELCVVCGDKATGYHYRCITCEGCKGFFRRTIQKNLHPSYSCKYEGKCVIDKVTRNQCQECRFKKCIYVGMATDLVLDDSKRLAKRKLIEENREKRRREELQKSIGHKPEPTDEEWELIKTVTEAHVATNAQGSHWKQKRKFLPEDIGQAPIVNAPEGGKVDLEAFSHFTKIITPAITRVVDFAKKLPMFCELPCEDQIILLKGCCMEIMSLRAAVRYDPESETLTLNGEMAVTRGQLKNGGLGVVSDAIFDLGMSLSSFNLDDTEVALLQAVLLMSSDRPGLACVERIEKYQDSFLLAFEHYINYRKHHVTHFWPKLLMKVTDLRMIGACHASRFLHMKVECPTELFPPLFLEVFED
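Each compound concentration gave % activity, normalized to unbound and bound Texas Red SRC2 controls, from polarization read after 5 hr ambient incubation with T3-loaded human TRb LBD.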
L3MBTL1 block = blocks human L3MBTL1. Q9Y468. AlphaScreen L3MBTL1–H3K9me1 peptide binding. Potency, µM (titrated, usually from 57.1 µM), for the others: top-dose activity, negative = inhibition, most hits filed as inhibitors. 230,000 tested, 0.66% active. AID 485360; also: % is scaled to controls: 0 for no effect and ±100 for the full control effect; nearly all actives have a fitted effect of over 60% in size
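First, the protein-peptide complex forms for 30 min at room temperature (L3MBTL1 50 nM, biotinylated H3K9me1 peptide 75 nM). Next, compounds are pin-transferred and incubated 30 min. Finally, AlphaScreen beads are added and read after 30 min.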
RECQ1 inh = inhibitors of human RECQ1 DNA helicase. RECQ1 DNA unwinding, red fluorescence kinetic read. 240,000 tested, 0.54% active. Potency, µM (series often up to 57.3 µM), inactives show at the highest dose activity, negative = inhibition, usual class: inhibitors. AID 2549. P46063;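 also: plate controls were vehicle for no effect and no enzyme for full effect; nearly all actives have a fitted effect of over 30% in size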
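50 nM RECQ1T1 preincubated 15 min with compound in Tris pH 8.0 buffer with MgCl2, DTT, Tween-20 and 2.5 ug/ml poly(dI-dC); started with 200 nM TAMRA/BHQ-2 forked duplex and 2 mM ATP. Unwinding read as fluorescence (525/598 nm), two reads 2 h apart.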
HTT ATP protect = cytoprotection in Huntington HTT-Q103 PC12 cell model; PC12 HTT-Q103 induced, cytoprotection, ATP luminescence, 40 h; Potency, µM (titrated, usually from 56.4 µM), for inactives: cytoprotection (ATP increase), hits mostly activators; 230,000 tested, 0.14% active;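 also: % of control where 0% means no effect; nearly all actives have a fitted effect of over 45% in size; toxic huntingtin expression switched on by the ecdysone agonist tebufenozide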
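PC12 cells stably carrying ecdysone-inducible Htt exon 1 (Q103)–GFP were induced with 100 nM tebufenozide (final) alongside library compounds in a dose series. Cytoprotection was scored as retained ATP by ATPlite luminescence.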
TR SRC2 fluor cs = alters Texas Red total fluorescence, flagging assay interference; 280,000 tested, 0.29% active; Potency, µM (series often up to 106 µM), without a hit: top-dose fluorescence change, negative = quenching; AID 1479; TRb/SRC2 Texas Red total fluorescence interference; active = well fitted curve in either direction with a large enough effect; inconclusive = small, poorly fitted or top-dose-only effect; also: % is scaled to controls: 0 for no effect and ±100 for the full control effect
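Flags fluorescent or light-absorbing compounds by total fluorescence, S + 2P, at 555 nm excitation and 632 nm emission. Mixture: 20 nM Texas Red SRC2 peptide, 0.6 uM human TRb LBD, 1 uM T3, 5% DMSO; compound exposure 5 h at ambient temperature.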
Tau fibril ThT = inhibitors of human tau fibril formation, thioflavin T binding; P10636; recombinant tau K18 P301L, heparin-induced fibrillization, ThT fluorescence; Potency, µM (top dose mostly 57.4 µM), for the others: at the top dose activity, negative = inhibition, usual class: inhibitors; 270,000 tested, 2.1% active; also: % is scaled to controls: 0 for no effect and ±100 for the full control effect; nearly all actives have a fitted effect of over 55% in size
Target sequence (P10636 561-689 P618L limits assumed): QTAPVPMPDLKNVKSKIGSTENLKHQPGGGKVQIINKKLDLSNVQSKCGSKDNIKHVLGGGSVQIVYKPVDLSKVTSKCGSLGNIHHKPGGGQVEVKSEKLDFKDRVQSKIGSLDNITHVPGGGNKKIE
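ThT emission at 510 nm, taken 1 hr after adding 30 uM dye, quantifies aggregates formed when 20 uM heparin acts on human tau K18 P301L for 6 hr at 37 C.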
Tau FP inhib = inhibitors of human tau fibril formation; P10636; K18 P301L tau heparin fibrillization, Alexa594 FP, 6 h; Potency, µM (series often up to 57.7 µM), for the others: at the top dose activity, negative = inhibition, hits mostly inhibitors; 280,000 tested, 0.39% active; also: % is scaled to controls: 0 for no effect and ±100 for the full control effect; nearly all actives have a fitted effect of over 55% in size
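Recombinant K18 P301L […], labeled with Alexa 594 at 0.24 uM over 15 uM unlabeled; heparin inducer 20 uM final; 37 C, 6 hr; FP endpoint.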
* marks the source's active call; other numbers are inactive results; i = inactive; ? = inconclusive; . = no result given; & = joins results of further samples; [ ] = remark or other dose. Unless noted, calls follow the shape of the dose curve; as a rule, active = well fitted curve in the direction sought with a large enough effect; inconclusive = small, poorly fitted or top-dose-only effect, or another doubt; inactive = no such curve, though single readings can be large; an effect the other way counts as inactive or inconclusive. Potency is read from the fitted curve at half-maximal effect. Some of the compounds tested; count on the stated rates, not on these rows.

Letter code: A = Tau fluor counter; B = TRb SRC2 PPI; C = L3MBTL1 block; D = RECQ1 inh; E = HTT ATP protect; F = TR SRC2 fluor cs; G = Tau fibril ThT; H = Tau FP inhib
Molecule: O=C(c1n[nH]c2c1CCCC2)n1ccnc1
  A: 8%	B: -2%	C: 7%	D: -7%	E: 8%[1.9 µM]	F: -5%	G: 3%	H: ?
Molecule: O=C(NN1C(=O)C2C3C=CC(C3)C2C1=O)c1ccccc1 (stereo unspecified)
  A: 6%	B: 13%	C: 4%	D: i	E: 3%[10 µM]	F: -1%	G: 6%	H: 4%
Molecule: O=C(NN1C(=O)C2C3c4ccccc4C(c4ccccc43)C2C1=O)c1ccc(Cl)cc1 (stereo unspecified)
  A: -1%	B: 3%	C: 3%	D: -2%	E: 11%[10 µM]	F: -2%	G: 5%	H: -3%
Molecule: CCC(C)C(NC(=O)c1ccccc1NC(=O)c1ccccc1)C(=O)N1CCOCC1 (stereo unspecified)
  A: 4%	B: -2%[53 µM]	C: -1%	D: -1%	E: 9%[10 µM]	F: -1%[53 µM]	G: 8%	H: 4%
Molecule: CCC(C)NC(=O)Cn1cc(S(=O)(=O)N2CCN(c3ccccc3F)CC2)c2ccccc2c1=O (stereo unspecified)
  A: -15%	B: 4%	C: -8%	D: -11%	E: 2%	F: -1%	G: -5%	H: -4%
Molecule: Cc1cc2cc(C)c(NCCNC(=O)c3cccc(F)c3)nc2cc1C
  A: -9%	B: 0%	C: 2%	D: ?	E: .	F: -4%	G: -10%	H: 8%
Molecule: COc1cc(OC)cc(-c2nnc(SCC(=O)Nc3cccc(C(=O)O)c3)s2)c1
  A: -11%	B: 2%	C: 12%	D: -2%	E: -27%	F: -2%	G: -15%	H: 7%
Molecule: Cc1occc1C(=O)N/N=C/c1c[nH]c2ccccc12
  A: -19%	B: 1%	C: -1%	D: i	E: -13%	F: -3%	G: ?	H: 11%
Molecule: COc1ccc(-c2n[nH]c3c2cnc2cc(OC)c(OC)cc23)cc1
  A: -10%	B: -6%	C: .	D: .	E: .	F: -2%	G: -15%	H: -3%
Molecule: COC(=O)c1ccc(C(NC(=O)OCc2ccccc2)/C(=C/[C@@H](C)C(=O)NCc2ccc(OC)c(O)c2)c2cccnc2)cc1 (stereo partly specified)
  A: -7%	B: 7%	C: .	D: -9%	E: 13%	F: -10%	G: -10%	H: 5%
Molecule: COc1ccc(N2CCC(CNC(=O)Nc3cccc(OC)c3)C2)cc1 (stereo unspecified)
  A: 16µM*[quencher]	B: 1%	C: .	D: -15%	E: -12%	F: -9%	G: ?	H: 14%
Molecule: C=C(C)C1CC=C(C)/C(=N\NC(=O)CCC(=O)Nc2ccc(C)c(C)c2)C1 (stereo unspecified)
  A: 8%	B: 1%	C: .	D: -18%	E: 9%[10 µM]	F: 0%	G: .	H: 5%
Molecule: CCc1nnc(NS(=O)(=O)c2ccc(NC(=S)NC(=O)c3ccncc3)cc2)s1
  A: 10%	B: 0%	C: .	D: -3%	E: -15%[10 µM]	F: -2%	G: .	H: -6%
Molecule: COc1ccc(OC)c(C(=O)c2ccc(C(=O)N3CCCCC3)cc2)c1
  A: -4%	B: -4%	C: -2%	D: 0%	E: 1%	F: -1%	G: -6%	H: -1%
Molecule: Cn1cc(S(=O)(=O)N2CCc3ccccc3C2)c(=O)n(C)c1=O
  A: 1%	B: -3%	C: 1%	D: i	E: 18%[10 µM]	F: -2%	G: -3%	H: -1%
Molecule: Cc1cc(Cl)ccc1N=c1ssnc1Cl
  A: -27%	B: -13%	C: .	D: i	E: -9%	F: 1%	G: 14µM*	H: 22µM*
Molecule: CCn1ccnc1CN1CCN(CCC(C)C)C(CCO)C1 (stereo unspecified)
  A: -14%	B: 7%	C: -2%	D: i	E: 6%[10 µM]	F: 2%	G: -16%	H: -9%
Molecule: COc1ccc(NC(=O)CSc2nc3ccccc3n2CC(=O)N(C)C2CCCCC2)cc1
  A: -1%	B: 6%	C: .	D: .	E: .	F: -1%	G: -3%	H: 6%
Molecule: CS(=O)(=O)N(CCc1ccccc1)CC(=O)NCc1ccc(Cl)cc1
  A: -17%	B: -3%	C: 4%	D: -1%	E: 12%[10 µM]	F: 0%	G: -6%	H: 0%
Molecule: O=C1C(Cc2ccc(O)cc2)NC(=S)N1c1ccccc1 (stereo unspecified)
  A: -2%	B: -1%	C: -3%	D: -3%	E: -8%	F: 0%	G: -2%	H: -5%
Molecule: CC(C)OC(=O)c1ccc(NC(=O)CSc2nc3ncccc3[nH]2)cc1
  A: -22%	B: 3%	C: -1%	D: i	E: .	F: 0%	G: ?	H: -3%
Molecule: Cc1ccc(S(=O)(=O)NNC(=O)c2sccc2-n2cccc2)cc1
  A: 1%	B: 12%	C: -16%	D: -10%	E: 11%	F: -2%	G: 12%	H: -1%
Molecule: CCOC(=O)C1C(=O)NC(SCC(N)=O)=C(C#N)C1c1ccccc1OCC (stereo unspecified)
  A: 0%	B: 2%	C: -6%	D: -6%	E: -7%	F: -2%	G: -14%	H: -9%
Molecule: Cc1ccccc1OCCNCC(C)O (stereo unspecified)
  A: -6%	B: 5%	C: 15%	D: 0%	E: -5%[10 µM]	F: -2%	G: -7%	H: -7%
Molecule: CCOC(=O)c1c(NC(=O)COC)sc(C)c1C
  A: -7%	B: -3%	C: -7%	D: 1%	E: 6%[10 µM]	F: -6%	G: -8%	H: -1%
Molecule: N/C(=N\OC(=O)CN1C(=O)c2ccccc2C1=O)c1ccc(Br)cc1
  A: -12%	B: 6%	C: 4%	D: -2%	E: -24%	F: -1%	G: 1%	H: -5%
Molecule: COCCNC(=S)N1CCc2cc(OC)c(OC)cc2C1COc1ccc(F)cc1 (stereo unspecified)
  A: -14%	B: 2%	C: -1%	D: -16%	E: -42%[inhibitor]	F: 0%	G: 0%	H: -4%
Molecule: Cc1ccc2nc(N(CCCN(C)C)C(=O)c3ccc(Br)s3)sc2c1
  A: ?	B: 17%&-5%	C: .	D: 0%	E: -58%[inhibitor]	F: -3%&3%	G: 3%&-1%	H: ?
Molecule: Cc1ccccc1NC(=O)N1C2CCCC1CC(NC(=O)C(C)(C)C)C2 (stereo unspecified)
  A: 5%	B: 0%	C: -7%	D: 1%	E: -9%	F: -3%	G: -3%	H: 8%
Molecule: Cc1[nH]c2ccccc2c1/C=N/NC(=O)CCC(=O)Nc1ccccc1
  A: -28%	B: 2%	C: -8%	D: i	E: -16%[10 µM]	F: -5%	G: ?	H: 11%
Molecule: COc1cc(OC)c(NS(=O)(=O)c2c(C)nc3sc(C)cn3c2=O)cc1Cl
  A: -14%	B: 4%	C: .	D: .	E: .	F: -3%	G: -1%	H: -10%
Molecule: CCOC(=O)NC(=O)/C(C#N)=N\Nc1cccc(OC)c1
  A: 0%	B: 0%	C: -3%	D: i	E: -38%	F: -2%	G: -11%	H: 5%
Molecule: CCOC(=O)c1c(C)[nH]c(C(=O)Cn2nnc(-c3ccccc3Cl)n2)c1C
  A: -15%	B: -9%	C: -9%	D: 3%	E: -9%[10 µM]	F: -2%	G: -6%	H: -6%
Molecule: Cc1cccc(OCc2n[nH]c(=S)n2Cc2ccccc2)c1
  A: -12%	B: -10%	C: -12%	D: i	E: .	F: -2%	G: -13%	H: -5%
Molecule: CC(C)(Oc1ccc(Br)cc1)C(=O)N1CCc2ccccc21
  A: -15%	B: 5%	C: .	D: 7%	E: 7%	F: 1%	G: -18%	H: -1%
Molecule: O=C(NCCCN1CCN(CCCNC(=O)c2cc([N+](=O)[O-])ccc2Cl)CC1)c1cc([N+](=O)[O-])ccc1Cl
  A: 4%	B: 1%	C: -8%	D: -6%	E: -2%[10 µM]	F: -3%	G: ?	H: 2%
Molecule: NC(=O)C(=O)NN=C1C2CC3CC(C2)CC1C3
  A: 2%	B: 6%	C: -2%	D: -4%	E: 6%	F: -2%	G: -3%	H: -2%
Molecule: CC1=NOC2(C1)/C(=N/O)CCC/C2=N\O (stereo unspecified)
  A: 0%	B: -13%	C: 3%	D: -4%	E: 8%	F: -1%	G: -1%	H: -3%
Molecule: Cc1ccc(OCC(=O)Nc2ccc(-c3nc4ccc(C)cc4o3)cc2)cc1
  A: -7%	B: 11%	C: .	D: .	E: .	F: -5%	G: ?	H: -10%
Molecule: CN(c1ncnc(N)c1[N+](=O)[O-])C1CCS(=O)(=O)C1 (stereo unspecified)
  A: 4%	B: 1%	C: 4%	D: i	E: -12%	F: -3%	G: -1%	H: 5%

An excerpt from above, limited to TRb SRC2 PPI and RECQ1 inh.
| Molecule | TRb SRC2 PPI | RECQ1 inh |
| --- | --- | --- |
| CN(c1ncnc(N)c1[N+](=O)[O-])C1CCS(=O)(=O)C1 (stereo unspecified) | 1% | i |
| COc1cc(OC)c(NS(=O)(=O)c2c(C)nc3sc(C)cn3c2=O)cc1Cl | 4% | . |
| CC1=NOC2(C1)/C(=N/O)CCC/C2=N\O (stereo unspecified) | -13% | -4% |
| Cc1ccc(OCC(=O)Nc2ccc(-c3nc4ccc(C)cc4o3)cc2)cc1 | 11% | . |
| CCOC(=O)NC(=O)/C(C#N)=N\Nc1cccc(OC)c1 | 0% | i |
